Assay outcomes deposited in PubChem BioAssay by several laboratories.
MLLE-PAM2 inh: inhibitors of PABP1 MLLE–PAM2 peptide binding, primary screen, biochemical, fluorescence polarization, FITC-PAM2, GST-MLLE. hit rate 0.36% among 360,000. Polyadenylate-binding protein 1 (Homo sapiens), P11940. inhibition, % at 20 µM. AID 588489, 2011; in the data active = inhibition above about 35%, passing the limit was not always enough;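 note: plate controls were DMSO wells with GST-MLLE for no effect and wells lacking GST-MLLE protein for full effect; some results filed as inactive read as strong as hits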
TbMetRS inhib: T. brucei MetRS inhibitors, primary screen, biochemical, luminescence. hit rate 0.4% among 360,000. purified T. brucei MetRS, ATP depletion, Kinase-Glo luminescence. inhibition, % at 11.9 µM. methionyl-tRNA synthetase (Trypanosoma brucei brucei);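 active = inhibition above a per-plate cutoff of the control wells' mean inhibition plus 3 SD, cut at about 5.5% in these data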;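 note: 0% = DMSO wells median and 100% = median of wells with control inhibitor compound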
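Material: T. brucei methionyl-tRNA synthetase, purified; reagent: substrates ATP, L-methionine and bulk Escherichia coli tRNA; dosing: 11.9 µM single point; timing: 15 min plus 2 h at 25 °C; detection: luminescence of leftover ATP; evaluation: % inhibition; control set: DMSO-only wells as low control; replicates: singlicate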
MT1-MMP act inh: blockers of MT1-MMP proenzyme processing, primary screen, HT1080 RFP-PRO-GFP cells, GFP/RFP fluorescence; GFP/RFP ratio change, % at 20 µM; Matrix metalloproteinase-14 (Homo sapiens), P50281; GFP/RFP ratio fluorescence, overnight; percent of plate control window, DMSO zero; hit rate 0.061% among 360,000;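 active = GFP/RFP ratio change of at least 30% with cell ATP level not reduced by more than half and red fluorescence within 50% of control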; note: strong numbers were not always called active
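Assay system: HT1080 RFP-PRO-GFP cells. Benchmarks: DMSO vehicle wells and RFP-L50D-GFP reporter cell wells. Times: overnight cell settling, then overnight compound exposure, 37 °C, 5% CO2. Compound: 20 µM single dose, 1% DMSO. Read-out basis: GFP/RFP fluorescence ratio.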
CendR NRP1 mod: modulators of CendR peptide binding to NRP-1, primary screen, biochemical, fluorescence polarization, uHTS. Neuropilin-1 (Homo sapiens), O14786. FAM-RPARPAR peptide binding to NRP-1. inhibition, % at 25 µM. hit rate 0.85% among 360,000. AID 602438, 2012;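 active = inhibition or corrected inhibition above about 18%, plus a signal ratio from 0.5 to 1.5, limit read from the data, passing the limit was not always enough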; note: strong numbers were not always called active
bovine MsrA act: bovine MsrA enzyme activators, primary screen, biochemical, absorbance, HTS. Methionine sulfoxide reductase A (Bos taurus). purified bovine MsrA, absorbance read-out. activation, % at 10.6 µM. hit rate 0.3% among 360,000; in the data active = activation above about 7.5%;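 note: 0% = vehicle and 100% = reference activator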
SKN-1 inh: suppressors of acrylamide-induced Pgst-4::GFP reporter in worms, primary screen, SKN-1 inhibitor project, whole organism, uHTS, GFP/RFP fluorescence ratio, strain VP596 | AID 624304, 2012 | inhibition, % at 21.8 µM | hit rate 0.49% among 360,000 | C. elegans VP596 Pgst-4::GFP/RFP ratio, 24 h;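 active = interference check ratio from 0.5 to 1.5 plus GFP to RFP signal ratio inhibition reaching or exceeding a fixed threshold, cut at about 30% in these data, passing the limit was not always enough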; note: some compounds called inactive have numbers as strong as hits
E coli Lon inh: inhibitors of E. coli Lon protease, primary screen, biochemical, fluorescence polarization; inhibition, % at 7.94 µM; P0A9M0; hit rate 0.42% among 360,000; AID 602123, 2011; purified E. coli Lon protease; in the data active = inhibition above about 13%, passing the limit was not always enough;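 note: 0% = enzyme with probe and DMSO and 100% = no enzyme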
MsrA inh: bovine MsrA enzyme inhibitors, primary screen, biochemical, absorbance, HTS | hit rate 0.75% among 360,000 | purified bovine MsrA, absorbance read-out | inhibition, % at 15.5 µM | Methionine sulfoxide reductase A (Bos taurus); in the data active = inhibition above about 4.5%;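 note: 0% = vehicle wells with enzyme and 100% = reference inhibitor wells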
FAS-TE inh: FAS thioesterase domain inhibitors, primary screen, biochemical, fluorescence intensity, uHTS; hit rate 0.67% among 360,000; inhibition, % at 15 µM; recombinant FAS-TE, OMFH fluorogenic substrate, fluorescence endpoint; AID 602261, 2012;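 active = compounds whose normalised, plate-corrected inhibition of enzyme fluorescence in the single-dose primary screen is 50% or more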;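 note: 0% = DMSO with enzyme and 100% = substrate without enzyme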
Starred values were filed as active, the others as inactive; nt = not tested or not shown.

molecule	MT1-MMP act inh	TbMetRS inhib	MsrA inh	SKN-1 inh	CendR NRP1 mod	MLLE-PAM2 inh	E coli Lon inh	FAS-TE inh	bovine MsrA act
Cc1cc(C)cc(N2C(=O)CC(n3nc(C)cc3C)C2=O)c1 (stereo not drawn)	2	-0.4	1.2	-21	4	-2	-5	-11	-3
COc1ccc(S(=O)(=O)NC(=O)C2(C)CCN2C(=O)Cc2ccc(-c3ccccc3)cc2)cc1 (stereo not drawn)	5	-0.3	1.0	7	-13	6	2	-8	-3
NNC(=O)C1CC1c1ccc(Cl)cc1 (stereo not drawn)	4	-0.3	-0.1	5	-2	9	-3	-11	-4
O=C(OCc1cn([C@@H]2CN(Cc3cccs3)[C@@H](c3ccc(Cl)cc3)C[C@H]2O)nn1)c1ccccc1	0	-1.2	0.1	8	-21	-14	1	22	-4
CCOC(=O)[C@@H]1[C@H]2COc3ccccc3[C@@H]2N2C(=O)N(c3cccc(C)c3)C(=O)[C@]12C	-1	0.0	0.5	13	5	10	1	6	0
CCCCS(=O)Cc1ccccc1 (stereo not drawn)	-5	0.3	-0.8	4	9	11	-2	-10	1
Cc1ccccc1OCCn1cc(C(=O)O)c2ccccc21	nt	-2.5	-0.3	10	-13	-2	3	-6	-12
CCC(=O)c1ccc(OCC(=O)NC2CCCC2)cc1	nt	-0.5	-0.2	3	1	4	-3	-2	-2
COc1cc(NC(=O)c2cc(-c3cc(F)ccc3OC(C)C)n[nH]2)cc(OC)c1OC	4	-0.2	0.5	29	-7	10	9	13	9.4*
Nc1nnnn1/N=C/c1ccc(N2CCCCC2)c([N+](=O)[O-])c1	7	-0.6	3.4	11	2	10	-10	-2	-4
CC(C)Cc1ccc(C(C)/C=C2/CCC(CN3CCCCC3)C2=O)cc1 (stereo not drawn)	4	-0.2	0.8	1	-10	-1	-9	5	-2
Cc1ccc(NC(=O)c2sccc2-n2cccc2)c(C)c1	-3	-0.1	0.9	-36	-9	6	5	9	-3
Cc1ccc(SCC(=O)Nc2cccc(NC(=O)c3ccco3)c2)cc1	3	0.1	0.4	-2	6	8	0	4	3
CCN(C(=O)c1cccs1)c1nc(-c2ccc(OC)cc2)cs1	1	-0.1	0.6	10	0	6	-1	20	-3
CCNC(=S)Nc1cc(Cl)ccc1Oc1ccccc1	3	-0.2	-1.6	2	-4	8	-5	7	4
COc1ccc(-c2cn3cc(C(=O)NN)ccc3n2)cc1	5	-0.1	0.0	-13	-13	-1	-7	0	-4
COc1cc(OC)cc(C(=O)NC(=S)Nc2cc3oc4ccccc4c3cc2OC)c1	0	-0.7	-0.8	-4	-6	20	0	22	0
COCCN(CCOC)Cc1cc(=O)oc2cc(C)ccc12	4	-0.7	0.9	-4	4	1	-9	-7	12*
CCOC(=O)N1CCC(NC(=O)c2cc(COc3c(C)cccc3C)on2)CC1	2	-0.2	-0.1	6	4	0	-2	1	-2
CC(C)N1CCCC(C)(C(=O)Nc2nccc3ccccc23)C1 (stereo not drawn)	2	-0.3	0.2	-14	5	13	3	-3	-2
O=C(COc1ccc(Cl)cc1Cl)NCCCNC(=O)c1cnccn1	1	-0.1	-1.0	0	-1	9	0	-4	-12
Cc1cc(C)n(C(=O)c2ccc([N+](=O)[O-])c(Cl)c2)n1	6	0.2	-1.4	-11	-13	-14	-11	4	-4
O=C1C=C(c2ccccc2)CO1	3	-0.2	-0.8	15	-14	1	-7	-6	1
Cc1cc(NC(=O)CCN2C(=O)C3C4C=CC(C4)C3C2=O)ccc1Br (stereo not drawn)	5	-0.3	-0.1	-14	-6	-4	4	2	-8
CCCC1S/C(=N/N=C/c2ccc(OC)cc2)N(Cc2ccccc2)C1=O (stereo not drawn)	-1	-0.1	2.2	6	2	7	-12	27	3

Given with each value named: entries from further up
structure: COc1ccc(S(=O)(=O)NC(=O)C2(C)CCN2C(=O)Cc2ccc(-c3ccccc3)cc2)cc1 (stereo not drawn)
  MT1-MMP act inh: 5 | TbMetRS inhib: -0.3 | MsrA inh: 1.0 | SKN-1 inh: 7 | CendR NRP1 mod: -13 | MLLE-PAM2 inh: 6 | E coli Lon inh: 2 | FAS-TE inh: -8 | bovine MsrA act: -3
structure: NNC(=O)C1CC1c1ccc(Cl)cc1 (stereo not drawn)
  MT1-MMP act inh: 4 | TbMetRS inhib: -0.3 | MsrA inh: -0.1 | SKN-1 inh: 5 | CendR NRP1 mod: -2 | MLLE-PAM2 inh: 9 | E coli Lon inh: -3 | FAS-TE inh: -11 | bovine MsrA act: -4
structure: COc1cc(OC)cc(C(=O)NC(=S)Nc2cc3oc4ccccc4c3cc2OC)c1
  MT1-MMP act inh: 0 | TbMetRS inhib: -0.7 | MsrA inh: -0.8 | SKN-1 inh: -4 | CendR NRP1 mod: -6 | MLLE-PAM2 inh: 20 | E coli Lon inh: 0 | FAS-TE inh: 22 | bovine MsrA act: 0
structure: CCOC(=O)[C@@H]1[C@H]2COc3ccccc3[C@@H]2N2C(=O)N(c3cccc(C)c3)C(=O)[C@]12C
  MT1-MMP act inh: -1 | TbMetRS inhib: 0.0 | MsrA inh: 0.5 | SKN-1 inh: 13 | CendR NRP1 mod: 5 | MLLE-PAM2 inh: 10 | E coli Lon inh: 1 | FAS-TE inh: 6 | bovine MsrA act: 0

Additional results.
molecule	MT1-MMP act inh	TbMetRS inhib	MsrA inh	SKN-1 inh	CendR NRP1 mod	MLLE-PAM2 inh	E coli Lon inh	FAS-TE inh	bovine MsrA act
OC1C[N+]2(CCCCC2)C1	0	-0.4	-0.1	3	9	-1	-6	-8	2
Cc1cc(C)cc(N(CC(=O)NC2CCCC2)C(=O)C2(C)CC(=O)N=C3C=CC=CN32)c1 (stereo not drawn)	0	0.8	-0.1	4	13	-11	13	-3	-3
NC1=NC(=O)/C(=C/c2cn(CCC(=O)O)nc2-c2ccc(Cl)cc2)S1	3	1.0	3.8	-8	-98	-42	-30	-5	-4
O=C(NC12CC3CC(CC(C3)C1)C2)c1cccnc1	0	0.6	0.3	22	-8	-5	-8	-6	-3
CC/C(=N/NC(=O)CNc1ccc(Cl)cc1C)c1ccccc1	-3	-0.1	0.0	-3	5	18	1	-8	-4
CC1CC(C)CN(CCCn2c(=S)[nH]c3ccccc3c2=O)C1 (stereo not drawn)	-3	-0.3	-1.1	-6	5	-73	-4	-5	-3
CCC12CN3CCN(CC(C3)/C1=N\NC(=O)c1ccc(F)cc1)C2	0	-1.4	0.2	10	9	2	-3	-4	-3
COc1cccc(CN(C)C(=O)c2cc(S(=O)(=O)NCc3ccccc3)ccc2C)c1OC	1	-0.2	-0.1	7	5	-5	-14	3	-2
COc1ccc(CC(=O)Nc2cc(=O)n(C)c(=O)n2C)cc1OC	2	-1.0	-0.5	-4	13	-4	4	-1	-8
CCOc1ccc(C2C(C(=O)c3ccco3)=C(O)C(=O)N2Cc2cccnc2)cc1OC (stereo not drawn)	2	0.3	3.9	-3	-6	0	4	-1	-1
CN(CCCNC(=O)Cn1cc2c(n1)CCCC2)C1CCCCC1	2	-0.6	0.1	-15	-1	4	-7	-9	-7
COCCNC(=O)c1cc2ncc(Br)cn2n1	1	-0.1	2.7	-17	-4	2	-8	-8	3
O=C1CCN(C(=O)Nc2cccc(Cl)c2)N1	5	-0.5	0.0	10	2	17	-5	-5	-3
N#Cc1ccc(COc2ccc(CCO)cc2-n2nc3ccccc3n2)cc1	1	-0.4	0.9	-3	8	8	-1	22	3
CN(Cc1ccco1)S(=O)(=O)c1ccc2c(c1)CCN2C(=O)CCC(=O)O	1	0.2	-1.1	3	-12	0	-2	1	7
CCN(CCn1cccn1)C(=O)c1cc(COc2cc(C)ccc2C)on1	-3	-0.3	-0.1	8	-7	-18	-9	1	-1
CSC(=NC#N)N1CCN(C(c2ccccc2)c2ccccc2)CC1	-8	-0.6	1.2	-7	-2	-12	0	8	-1
COc1cc(C#N)ccc1OCC(=O)Nc1ccc(C)c(S(=O)(=O)N2CCOCC2)c1	-2	-0.7	-0.9	-12	10	-12	-3	2	-6
CCC1CCCCN1CCCNC(=O)C1CCCN(S(=O)(=O)N2CC(C)CC(C)C2)C1 (stereo not drawn)	-3	0.3	-0.2	6	27*	4	0	-6	1
CCOC(=O)Cn1c(=O)n(CC(=O)OCC)c2ccccc21	6	-1.3	-1.4	9	2	14	-1	-1	0
CCN(C(=O)CN1CCCCC1C)c1c(N)n(Cc2ccccc2)c(=O)[nH]c1=O (stereo not drawn)	-3	-0.4	1.6	-6	-4	-1	-1	-8	-6
Brc1ccc(-c2nc3ncccn3c2Nc2ccc3c(c2)OCCO3)o1	2	-0.1	0.9	-5	8	-19	-11	-6	-2
Cc1cccc(C(=O)Nc2cccc(C(=O)N3CCOCC3)c2)c1	0	0.1	-1.6	4	-8	13	2	-9	-3
CCOc1cc(C2Nc3ccccc3C(=O)N2c2ccccc2)c(Br)cc1OCC(=O)O (stereo not drawn)	-3	-0.2	0.0	-7	8	5	3	-2	-5

Entries listed so far shown as hits in CendR NRP1 mod:
Structure	MT1-MMP act inh	TbMetRS inhib	MsrA inh	SKN-1 inh	CendR NRP1 mod	MLLE-PAM2 inh	E coli Lon inh	bovine MsrA act
CCC1CCCCN1CCCNC(=O)C1CCCN(S(=O)(=O)N2CC(C)CC(C)C2)C1 (stereo not drawn)	-3	0.3	-0.2	6	27*	4	0	1
